MCF10A rereplic – induces DNA re-replication in MCF 10a normal breast cells. MCF 10A DNA re-replication, Hoechst nuclear intensity, 48 h. Potency, µM (doses to about 46.1 µM), without a hit: at the highest dose activity, positive = re-replication, most hits filed as activators. hit rate 2.9% among 350,000; also: potency is read from the fitted curve at half-maximal effect; % of control where 0% means no effect; nearly all actives have a fitted effect of over 50% in size
IL-1B inflam inh – inhibitors of inflammasome signaling (IL-1 beta secretion). activity change, % at 57.5 µM. THP-1 LPS/ATP IL-1B secretion, AlphaLISA, 16 h; hits give low values. hit rate 4.7% among 360,000; in the data active = activity change below about -50%; inconclusive = mostly about -30% to -49%; also: % is scaled to controls: 0 for no effect and ±100 for the full control effect
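THP-1 cells pretreated 1 hr with compounds (up to 57.5 uM final), then stimulated with LPS (250 ng/mL final) plus ATP (1.25 mM final); secreted IL-1B measured by AlphaLISA after 16 hr, decreased signal indicating inhibition.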
Nrf2 block – inhibitors of Nrf2 signaling; AID 504444; A549 ARE-Fluc reporter, luciferase luminescence, 18-24 h; Potency, µM (top dose mostly 46 µM), inactives show at the highest dose activity change, negative = inhibition, usual class: inhibitors; hit rate 2.1% among 360,000; also: potency is read from the fitted curve at half-maximal effect; % is scaled to controls: 0 for no effect and ±100 for the full control effect; nearly all actives have a fitted effect of over 60% in size
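Two sequential reads on A549 ARE_Fluc cells exposed to compound for 18-24 h: a CellTiter-Fluor fluorescence read for viability, then a luciferase luminescence read for Nrf2/ARE activity.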
HepG2 viability – counter-screen for TGF-b inhibitors: cytotoxicity in HepG2 cells; HepG2 CAGA-GFP viability, ATP luminescence, 18 h; Potency, µM (titrated, usually from 46.1 µM), for the others: at the highest dose activity change, negative = cytotoxicity, actives largely listed as cytotoxic; hit rate 0.76% among 410,000; AID 588856; also: potency is read from the fitted curve at half-maximal effect; some results filed as inactive show a strong effect at the top dose
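HepG2 CAGA-GFP cells (1000/well, DMEM with 1% FBS) received compound, then TGF-beta at 500 pg/mL final, and were incubated 18 hours at 37 degrees C. Viability was read by CellTiter-Glo luminescence. Media-only wells were set as complete cell-killing and DMSO as no toxicity.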
ATXN2 expr inh – reduces ATXN2 reporter expression in HEK-293 cells | HEK-293 ATXN2-luciferase reporter, luminescence, 24 h | Potency, µM (top dose mostly 57 µM), for the others: top-dose activity change, negative = inhibition, usual class: inhibitors | hit rate 0.72% among 360,000; also: potency is read from the fitted curve at half-maximal effect; % is scaled to controls: 0 for no effect and ±100 for the full control effect; nearly all actives have a fitted effect of over 55% in size
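qHTS (up to 57 uM final) was run with 24 h compound exposure of reporter cells at 37 °C. Each well was multiplexed: SteadyGlo luminescence measured ATXN2-luciferase expression after a fluorogenic Gly-Phe-AFC viability readout (25 uM final).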
A549 tox – kills or reduces viability of A549 cells in Nrf2 counter-screen. Potency, µM (titrated, usually from 46 µM), inactives show at the top dose activity change, negative = cytotoxicity, hits mostly inhibitors. A549 ARE-Fluc cells, CellTiter-Fluor viability, 18-24 h. hit rate 0.16% among 390,000; also: potency is read from the fitted curve at half-maximal effect; % is scaled to controls: 0 for no effect and ±100 for the full control effect
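A549 ARE-Fluc cells in 5% FBS OPTI-MEM, 5000 cells/well, rested 2 h then exposed to compounds in concentration-response for 18-24 h at 37 °C. Viability by CellTiter-Fluor fluorescence (Ex 405/Em 525) after 30 min; luciferase luminescence (BugLite, 15 min, RT) read afterwards.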
Nrf2 ARE act – activates Nrf2 signaling; Potency, µM (titrated, usually from 46.1 µM), for the others: top-dose activation, usual class: activators; AID 624171; hit rate 0.31% among 410,000; AREc32 ARE-luciferase reporter (MCF7-derived line), luminescence, 24 h; also: potency is read from the fitted curve at half-maximal effect; % of control where 0% means no effect; nearly all actives have a fitted effect of over 65% in size
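Nrf2 activation is followed as ARE-luciferase induction in the AREc32 line after one day of compound treatment; luminescence is read with Steady-Glo.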
TGFb SMAD3 inh – TGF-b pathway inhibition. HepG2 CAGA-GFP TGF-b/SMAD3 reporter, GFP fluorescence, 18 h; TGF-beta stimulated, 500 pg/mL final. Potency, µM (highest dose often 46.1 µM), for inactives: top-dose activity, negative = inhibition, actives largely listed as inhibitors. hit rate 1.2% among 410,000. AID 588855; also: potency is read from the fitted curve at half-maximal effect; % is scaled to controls: 0 for no effect and ±100 for the full control effect; nearly all actives have a fitted effect of over 65% in size
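HEPG2 CAGA-GFP, 1000 cells/well; 2 h settle, 37 C; cpd via pin tool; TGF-b 500 pg/mL final; 18 h, 37 C; GFP imaging ex488/em500-530; %Activity normalised to -TGF-b and +DMSO controls; CRC fit, curve class.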
S2 tox – cell viability loss in ATXN counter-screen | S2 cells (HEK-293 line with an ATXN2-luciferase reporter) viability, CellTiter-Fluor protease fluorescence, 24 h | Potency, µM (series often up to 56.7 µM), actives largely listed as cytotoxic | hit rate 0.49% among 400,000; also: potency is read from the fitted curve at half-maximal effect; nearly all actives have a fitted effect of over 40% in size
* marks the source's active call; other numbers are inactive results; i = inactive; ? = inconclusive; . = no result given. Unless noted, calls follow the shape of the dose curve; as a rule, active = well fitted curve in the direction sought with a large enough effect; inconclusive = small, poorly fitted or top-dose-only effect, or another doubt; inactive = no such curve, though single readings can be large; an effect the other way counts as inactive or inconclusive.

Fields – MCF10A rereplic	IL-1B inflam inh	Nrf2 block	HepG2 viability	ATXN2 expr inh	A549 tox	Nrf2 ARE act	TGFb SMAD3 inh	S2 tox
1) CCOC(=O)N1CCC(NC(=O)CCN2C(=O)C3C4C=CC(C4)C3C2=O)CC1 (stereo not given)
 : -2%	14	?	-15%	6%	21%	0.5%	-4%	i
2) COc1ccc(CN2C(=O)CCC2(C)C(=O)NC2CCCCC2)c(OC)c1 (stereo not given)
 : -4%	-11	16%	4%	-8%	11%	0.0%	-3%	i
3) CCOC(=O)c1sc2nccc(N(C)C)c2c1N=CN(C)C
 : 1%	-9	.	-14%	7%	-1%	0.0%	4%	i
4) O=C(CCCn1c(=O)c2sccc2n(Cc2cc(=O)n3ccccc3n2)c1=O)NCc1ccco1
 : 1%	-12	3%	8%	3%	-2%	-0.2%	-22%	i
5) CC(O)CNc1nc(NCc2ccccc2)c2cnn(C)c2n1 (stereo not given)
 : 16%	-10	0%	-21%	.	-1%	0.1%	11%	.
6) Cn1c(C(=O)Nc2cccc(C(F)(F)F)c2)cc2c(=O)n3ccccc3nc21
 : .	.	0%	-3%	.	8%	2.4%	-8%	.
7) CCc1cccc2c(C(=O)CN3C(=O)NC4(CCc5ccccc54)C3=O)c[nH]c12 (stereo not given)
 : 15µM*	-58*	?	-68%	?	-17%	18%	?	?
8) CCOC(=O)/C(=C/c1c[nH]c2ccccc12)NC(C)=O
 : -2%	19	-1%	-19%	3%	2%	0.1%	-16%	i
9) Fc1ccc(NC(=S)NCc2ccccc2Cl)cc1
 : 6%	-71*	?	-48%	6%	-7%	-0.1%	?	i
10) COc1cccc(OC)c1C(=O)Nc1nc2ccc([N+](=O)[O-])cc2s1
 : 0%	0	-9%	-21%	-16%	0%	14%	?	i
11) C#CCn1c(=NC(=O)c2ccc(Br)s2)sc2cccc(OC)c21
 : ?	28	-29%	-45%	-15%	-6%	9.7%	-17%	?
12) Cc1nn(-c2ccc(C(F)(F)F)cn2)c(C)c1Oc1ccccc1O
 : ?	-9	2%	-81%	-12%	-3%	2.6%	?	?
13) c1ccc(-c2cc(-c3ccc(N4CCOCC4)cc3)nc3ccccc23)cc1
 : ?	-7	2%	29%	-13%	4%	0.7%	10%	.
14) COc1cc(/C=C/CN2CCN(CCC(C)C)C(CCO)C2)ccc1O (stereo not given)
 : 7%	-5	18%	-7%	?	-4%	-0.8%	-2%	i
15) Cc1ccc(S(=O)(=O)N(C)C)cc1NC(=O)CSc1ncn[nH]1
 : 1%	51	-7%	5%	1%	3%	-0.5%	8%	i
16) CC(CO)Nc1nc(SCc2ccccc2)nc2sc3c(c12)CCC3 (stereo not given)
 : 23%	-16	-21%	-40%	7%	-19%	4.2%	-28%	i
17) CCOC(=O)N1CCc2c(sc3c2c(=O)n(-c2ccc(CC)cc2)c(=O)n3Cc2cccc(Cl)c2)C1
 : .	.	-10%	-5%	.	3%	-1.3%	-19%	.
18) COc1ccc(CCNC(=O)c2cc([N+](=O)[O-])ccc2N2CCOCC2)cc1
 : ?	0	7%	-1%	-1%	?	0.0%	7%	i
19) Cc1ccccc1C(OCC(O)CN1CCC(C(N)=O)CC1)c1ccccc1 (stereo not given)
 : ?	-4	-6%	-3%	10%	-5%	-0.1%	10%	i
20) CC(C)[C@H](NS(=O)(=O)/C=C/c1ccccc1)C(=O)OCC(=O)NC(N)=O
 : -6%	12	4%	-1%	.	21%	-0.9%	-6%	i

Continuation.
Fields – MCF10A rereplic	IL-1B inflam inh	Nrf2 block	HepG2 viability	ATXN2 expr inh	A549 tox	Nrf2 ARE act	TGFb SMAD3 inh	S2 tox
21) Cc1ccc(-n2cccc2/C=C2/C(=N)N3C(=NC2=O)SN=C3S(C)(=O)=O)cc1
 : 16µM*	-15	2%	0%	34%	-18%	2.3%	-5%	i
22) CC(=O)Nc1ccc(OCC=C(Cl)Cl)cc1
 : 26%	-10	10%	10%	21%	-1%	-0.2%	0%	i
23) Cc1cccc(C)c1N(CC(=O)Nc1cc(Cl)ccc1Oc1ccccc1)S(C)(=O)=O
 : -3%	-12	?	14%	-10%	-13%	-0.6%	?	i
24) CCC(C)NC(=O)CN1c2cccc3cccc(c23)S1(=O)=O (stereo not given)
 : -15%	21	-5%	-2%	.	2%	1.7%	18%	i
25) N#CCCN(C(=O)COC(=O)COc1ccc(Cl)cc1)c1ccccc1
 : 0%	0	-4%	6%	-13%	-4%	0.3%	0%	i
26) CCOC(=O)c1sc(=S)n(C)c1NC(=O)c1ccc(F)cc1
 : -1%	33	23µM*	-16%	-10%	-4%	-0.3%	-7%	i
27) CCCCOc1ccc(OCCNS(=O)(=O)N(C)C)cc1
 : ?	-30	?	-27%	14%	-2%	2.9%	-14%	i
28) CC(=O)Nc1ccccc1-c1nc2ccccc2nc1OCC(=O)c1ccc(Br)cc1
 : 29%	47	.	3%	-20%	-14%	-0.2%	23%	i
29) CC(C)(C)OC(=O)N1CCC(c2c(C(=O)N3CCCCC3)cnn2-c2ccc(Cl)cc2)CC1
 : .	.	11%	-16%	.	-2%	-1.0%	-25%	.
30) Cc1cccc(Cl)c1NC(=O)N1CCCN(c2nc3ccc(Cl)cc3s2)CC1
 : 11%	-4	9.2µM*	-63%	.	?	6.8%	14µM*	?
31) CCN(CC)CCNC(=O)Cc1nn(CC)c(=O)c2ccccc12
 : -12%	19	3%	0%	-6%	-6%	-0.1%	-3%	i
32) CCOC(=O)c1ccc2c(c1)n(CCO)c(C)[n+]2CC
 : -5%	5	-28%	2%	-1%	-1%	-0.1%	-13%	i
33) CC(=O)N1CCN(S(=O)(=O)c2cccc(C(=O)Nc3ccc(F)c(F)c3)c2)CC1
 : 8%	30	-12%	-3%	-21%	-3%	3.9%	-10%	i
34) COC(=S)Nc1cccc(C(F)(F)F)c1
 : ?	.	6%	13%	2%	4%	0.2%	-1%	i
35) Cc1ccc(S(=O)(=O)ON=C2CCN(S(=O)(=O)c3ccccc3)CC2)cc1
 : -3%	-1	18%	-10%	5%	-2%	-0.9%	-13%	i
36) CC1CC(C)(C)NC(=S)S1 (stereo not given)
 : 2%	-8	8%	0%	-1%	-18%	0.2%	-8%	i
37) CCOC(=O)C1=C(c2ccccc2)c2ccccc2OC1C(=O)OCC (stereo not given)
 : 14%	-6	17%	-4%	4%	3%	1.3%	-18%	i
38) CC(=O)c1ccc(OCCCC(=O)OCC(=O)N2CCN(S(=O)(=O)c3ccc(C)cc3C)CC2)cc1
 : 5%	0	17%	-1%	7%	2%	-1.2%	2%	i
39) COc1ccc(S(=O)(=O)n2nc(OC(=O)c3cccs3)cc2NC(=O)c2cccs2)cc1
 : ?	5	6%	0%	-8%	-3%	-0.5%	?	i
40) O=C(NCC(=O)N(c1ccccc1)C(C(=O)NC1CCCC1)c1ccncc1)c1ccco1 (stereo not given)
 : 0%	2	-2%	6%	3%	-1%	-0.7%	5%	i

Nothing new here: an excerpt of the list.
Fields – MCF10A rereplic	IL-1B inflam inh	Nrf2 block	HepG2 viability	ATXN2 expr inh	A549 tox	Nrf2 ARE act	TGFb SMAD3 inh	S2 tox
34) COC(=S)Nc1cccc(C(F)(F)F)c1
 : ?	.	6%	13%	2%	4%	0.2%	-1%	i
35) Cc1ccc(S(=O)(=O)ON=C2CCN(S(=O)(=O)c3ccccc3)CC2)cc1
 : -3%	-1	18%	-10%	5%	-2%	-0.9%	-13%	i
36) CC1CC(C)(C)NC(=S)S1 (stereo not given)
 : 2%	-8	8%	0%	-1%	-18%	0.2%	-8%	i
37) CCOC(=O)C1=C(c2ccccc2)c2ccccc2OC1C(=O)OCC (stereo not given)
 : 14%	-6	17%	-4%	4%	3%	1.3%	-18%	i
38) CC(=O)c1ccc(OCCCC(=O)OCC(=O)N2CCN(S(=O)(=O)c3ccc(C)cc3C)CC2)cc1
 : 5%	0	17%	-1%	7%	2%	-1.2%	2%	i
39) COc1ccc(S(=O)(=O)n2nc(OC(=O)c3cccs3)cc2NC(=O)c2cccs2)cc1
 : ?	5	6%	0%	-8%	-3%	-0.5%	?	i
40) O=C(NCC(=O)N(c1ccccc1)C(C(=O)NC1CCCC1)c1ccncc1)c1ccco1 (stereo not given)
 : 0%	2	-2%	6%	3%	-1%	-0.7%	5%	i

Carrying on.
Fields – MCF10A rereplic	IL-1B inflam inh	Nrf2 block	HepG2 viability	ATXN2 expr inh	A549 tox	Nrf2 ARE act	TGFb SMAD3 inh	S2 tox
41) O=C(O)[C@H]1CC=C[C@H]2CCN(Cc3ccc(Cl)c(Cl)c3)C(=O)[C@@H]12
 : -2%	0	-13%	-13%	-19%	3%	3.3%	2%	i
42) CCOc1cc(N2CCOCC2)c(OCC)cc1NC(=O)CN1C(=O)C2C3C=CC(C3)C2C1=O (stereo not given)
 : -6%	-3	-14%	-4%	-15%	2%	-0.6%	-4%	i
43) Cc1ccccc1C(=O)c1cccn1CC(=O)NCc1ccco1
 : -4%	-6	6%	-5%	-1%	0%	16%	2%	i
44) CSc1cccc(NC(=O)CCNS(=O)(=O)c2ccc3[nH]c(=O)oc3c2)c1
 : -5%	-2	7%	-2%	0%	-4%	0.4%	-5%	i
45) O=C(CCCn1c(=S)[nH]c2ccsc2c1=O)NC1CCCCC1
 : 0%	33	-22%	2%	-8%	-2%	-1.0%	11%	i

Bioassay records deposited in PubChem BioAssay by National Center for Advancing Translational Sciences (NCATS).
